# From PubChem BioAssay
# JMJD2E inh: blocks human JMJD2E demethylase activity; B2RXH2; JMJD2E catalytic domain, FDH-coupled NADH fluorescence (FDH is formaldehyde dehydrogenase); Potency, µM (top dose mostly 57.1 µM), for inactives: at the top dose activity change, negative = inhibition, hits mostly inhibitors; actives 1.6% (n = 230,000); AID 2147; active = well fitted inhibition curve with a large enough effect, not every such curve was filed as active; inconclusive = small, poorly fitted or top-dose-only effect, or another doubt; inactive = no such curve, though single readings can be large or run the other way;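 note: 0% = wells with enzyme and -100% = buffer wells without enzyme; nearly all actives have a fitted effect of over 50% in size; many of its hits are not listed in these tables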
# RECQ1 helicase: blocks DNA unwinding by human RECQ1. Potency, µM (top dose mostly 57.3 µM), inactives show at the top dose activity, negative = inhibition, most hits filed as inhibitors. actives 0.54% (n = 240,000). RECQ1 DNA unwinding, red fluorescence kinetic read. AID 2549;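 note: plate controls were vehicle for no effect and no enzyme for full effect; nearly all actives have a fitted effect of over 30% in size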
# Target sequence (P46063 whole entry, looked up): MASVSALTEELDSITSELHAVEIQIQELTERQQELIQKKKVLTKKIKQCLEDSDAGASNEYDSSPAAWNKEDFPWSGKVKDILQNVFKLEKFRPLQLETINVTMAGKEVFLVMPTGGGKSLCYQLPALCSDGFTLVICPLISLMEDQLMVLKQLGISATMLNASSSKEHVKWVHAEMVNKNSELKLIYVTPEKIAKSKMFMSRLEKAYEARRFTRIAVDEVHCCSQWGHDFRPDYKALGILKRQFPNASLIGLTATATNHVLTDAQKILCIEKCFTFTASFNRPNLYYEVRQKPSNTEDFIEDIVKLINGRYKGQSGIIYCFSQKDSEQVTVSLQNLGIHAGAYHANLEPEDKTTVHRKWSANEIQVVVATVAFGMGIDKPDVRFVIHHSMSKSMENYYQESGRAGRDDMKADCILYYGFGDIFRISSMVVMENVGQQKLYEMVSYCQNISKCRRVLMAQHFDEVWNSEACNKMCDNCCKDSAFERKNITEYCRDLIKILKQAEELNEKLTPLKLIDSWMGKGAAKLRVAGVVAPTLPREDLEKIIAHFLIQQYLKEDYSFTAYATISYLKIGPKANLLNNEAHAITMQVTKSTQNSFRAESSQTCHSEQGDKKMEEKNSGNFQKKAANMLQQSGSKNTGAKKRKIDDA
#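 RECQ1T1 50 nM; forked duplex (20 bp + 30-nt ss tails) 200 nM, ATP 2 mM final; pH 8.0, 2 mM MgCl2, 2.5 ug/ml poly(dI-dC); 15 min compound preincubation; discontinuous kinetic read over 2 h at RT.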
# SMN2 splice enh: increases expression of the SMN2 splice variant. HEK293 SMN2-luciferase splicing reporter, luminescence, 30-36 h. Potency, µM (highest dose often 46.1 µM), for inactives: at the highest dose activity change, positive = activation, hits mostly activators. actives 2.8% (n = 210,000). AID 1458; note: % of control where 0% means no effect; nearly all actives have a fitted effect of over 55% in size
#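 qHTS luciferase splicing reporter: luminescence rises when SMN2 exon 7 is included in transfected HEK293 cells. Compound exposure lasted 30-36 h at 37C, with 4.5 mM final sodium butyrate as control, followed by a ONE-Glo read.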
# TRb-SRC2 inh: disrupts binding of human TR beta to SRC2. P10828. TRbeta-SRC2 peptide binding, fluorescence polarization; receptor liganded with 1 µM T3. Potency, µM (top dose mostly 106 µM), without a hit: top-dose activity change, negative = inhibition, most hits filed as inhibitors. actives 0.065% (n = 280,000). AID 1469;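 note: plate controls were bound peptide for no effect and peptide without receptor for full effect; nearly all actives have a fitted effect of over 50% in size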
# Target sequence (P10828 whole entry, looked up): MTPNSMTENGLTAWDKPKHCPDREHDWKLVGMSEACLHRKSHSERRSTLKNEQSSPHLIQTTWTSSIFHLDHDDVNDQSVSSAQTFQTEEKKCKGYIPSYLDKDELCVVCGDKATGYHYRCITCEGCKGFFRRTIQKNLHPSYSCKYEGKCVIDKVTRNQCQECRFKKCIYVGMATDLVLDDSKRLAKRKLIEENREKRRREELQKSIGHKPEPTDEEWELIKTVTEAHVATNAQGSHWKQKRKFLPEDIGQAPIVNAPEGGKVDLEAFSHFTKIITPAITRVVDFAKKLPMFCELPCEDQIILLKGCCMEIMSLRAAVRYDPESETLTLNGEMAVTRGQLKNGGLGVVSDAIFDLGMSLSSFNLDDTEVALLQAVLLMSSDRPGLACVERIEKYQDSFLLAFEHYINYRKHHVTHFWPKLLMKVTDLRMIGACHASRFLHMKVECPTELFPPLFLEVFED
#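 Fluorescence polarization of 20 nM Texas Red SRC2 peptide with 0.6 uM human TRb ligand-binding domain, in Tris buffer with 1uM T3 and 5% DMSO. Incubated 5 hr ambient; normalized to unbound and bound controls.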
# TR SRC2 fluor cs: Texas Red fluorescence interference in TRb-SRC2 counter-screen; AID 1479; Potency, µM (series often up to 106 µM), for the others: top-dose fluorescence change, negative = quenching; actives 0.29% (n = 280,000); TRb/SRC2 Texas Red total fluorescence interference; active = well fitted curve in either direction with a large enough effect; inconclusive = small, poorly fitted or top-dose-only effect; note: % is set by controls: 0 for no effect and ±100 for the full control effect
#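 Flags fluorescent or light-absorbing compounds by total fluorescence, S + 2P, at 555 nm excitation and 632 nm emission. Mixture: 20 nM Texas Red SRC2 peptide, 0.6 uM human TRb LBD, 1 uM T3, 5% DMSO; compound exposure 5 h at ambient temperature.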
# ALDH1A1 inh: ALDH1A1 (human) enzyme inhibition; AID 1030; P00352; Purified ALDH1A1, NADH fluorescence, propionaldehyde substrate; Potency, µM (highest dose often 75.3 µM), inactives show top-dose activity, negative = inhibition, usual class: inhibitors; actives 7.3% (n = 220,000); active = well fitted inhibition curve with a large enough effect, not every such curve was filed as active; inconclusive = small, poorly fitted or top-dose-only effect, or another doubt; inactive = no such curve, though single readings can be large or run the other way;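 note: plate controls were no enzyme wells and a reference inhibitor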
# GoLoco inh red: RGS12 GoLoco-Gai1 interaction inhibition | Gai1:RGS12 GoLoco peptide FP, rhodamine, 10 min | Potency, µM (top dose mostly 61.6 µM), for inactives: at the highest dose activity, negative = inhibition, hits mostly inhibitors | AID 880 | actives 0.44% (n = 230,000); active = well fitted inhibition curve with a large enough effect, not every such curve was filed as active; inactive = no such curve, though single readings can be large or run the other way; note: % is set by controls: 0 for no effect and ±100 for the full control effect; nearly all actives have a fitted effect of over 30% in size; many of its hits are not listed in these tables
# Lamin A splicing: modulators of lamin A splicing. Potency, µM (titrated, usually from 46.1 µM), without a hit: at the top dose ratio change, negative = inhibition, hits mostly inhibitors. actives 0.01% (n = 200,000). AID 1487. HeLa LMNA splicing GFP/RFP minigene ratio, 48 h; active = well fitted inhibition curve with a large enough effect in the signal ratio, with a control signal flat, not every such curve was filed as active; inconclusive = small, poorly fitted or top-dose-only effect, or effect the other way, or a change in a side signal; the % refers to the signal ratio; note: % is set by controls: 0 for no effect and ±100 for the full control effect
#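 S3 HeLa cells stably expressing lamin A-EGFP splicing minigene plus DsRed2, 600 cells/well, 48 h compound exposure at 37C. Laser-scanning cytometry; analysed as GFP (500-530 nm)/RFP (575-640 nm) total intensity ratio; 0.5% DMSO vehicle.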
# The depositor's hits bear a star; i = inactive; ? = inconclusive; / = not tested or not shown; [ ] = dose if it differs, or a comment. Unless noted, calls come from the whole dose curve; as a rule, active = well fitted curve in the direction sought with a large enough effect; inconclusive = small, poorly fitted or top-dose-only effect, or another doubt; inactive = no such curve, though single readings can be large; an effect the other way counts as inactive or inconclusive. Potency is the fitted concentration of half-maximal effect. These rows are one share of the data; count on the stated rates, not on these rows.
structure,Lamin A splicing,JMJD2E inh,TRb-SRC2 inh,SMN2 splice enh,TR SRC2 fluor cs,RECQ1 helicase,GoLoco inh red,ALDH1A1 inh
CCOc1ccc(/C=N/OC(C)C(=O)NCc2ccc3c(c2)OCO3)cc1 (configuration not stated),?,4%,-4%,-17%,0%,-7%,4%,8%
O=C(O)C1=C[C@H](c2csc3ccccc23)C[C@H](OCc2ccc(CO)cc2)O1,/,?,-1%,/,2%,1%,6%,1%
COc1cccc(C(=O)NNC(=O)C2CC(C)=C(C)CC2C(=O)O)c1 (configuration not stated),11%,-4%,0%,16%,-2%,i,6%,10%
COC(=O)C1(CCSC)NC(c2ccccc2OC)C2C(=O)N(C)C(=O)C21 (configuration not stated),-1%,5%,-5%,/,1%,i,/,-1%
CCOc1cccc2sc(N(CCCN(C)C)C(=O)c3ccc(S(=O)(=O)N(C)c4ccccc4)cc3)nc12,/,1%,5%,-8%,-4%,-6%,9%,13%
Cc1ccc(C)c(/C=N/NC(=S)NC(C)C)c1,1%,6%,-2%[53 µM],-9%,-3%[53 µM],-3%,4%,-10%
COc1ccc(OC)c(-c2c[n+](=O)c3c(n2[O-])CCCC3)c1,-3%,-6%,1%,15%,-5%,i,6%,11%
COC(=O)CCC(=O)NNC(=O)c1cccc(Br)c1,-4%,1%,-13%,-1%,-1%,i,-8%,14%
O=C(CSc1nc2c(sc3ccccc32)c(=O)n1CCO)NCc1ccco1,4%,?,8%,-12%,1%,-6%,5%,?
Cc1ccc2ncccc2c1NC(=S)NC(=O)c1ccccc1,15%[46 µM],-7%,2%,-38%[inhibitor],-2%,-1%,1%,?
CCC(C)(C)n1nnnc1C(c1ccc(OC)c(OC)c1)N1CCN(c2ccc(F)cc2)CC1 (configuration not stated),-7%,-2%,-18%,-6%,-1%,-15%,-1%,4%
Cc1cccc(-n2ncc3c(N4CC(C)CC(C)C4)ncnc32)c1 (configuration not stated),-12%,0%,-2%,?,0%,-3%,9%,25µM*
Cc1nc2c(-c3ccc(Cl)cc3)c(C)[nH]n2c(=O)c1Cc1ccccc1,/,32µM*,1%,/,-5%,-12%,11%,?
Cc1c2c(n3c(nc4ccccc43)c1C#N)N(CCN1CCOCC1)CC2,/,-3%,-4%,-2%,2%,i,27%,?
O=C(CSc1nnc(SCc2ccc(Cl)cc2)s1)N/N=C/c1c[nH]c2ccccc12,0%,-1%,2%[53 µM],-22%,0%[53 µM],i,-4%,-1%

# Already shown: 2 of the compounds above.
structure,Lamin A splicing,JMJD2E inh,TRb-SRC2 inh,SMN2 splice enh,TR SRC2 fluor cs,RECQ1 helicase,GoLoco inh red,ALDH1A1 inh
Cc1c2c(n3c(nc4ccccc43)c1C#N)N(CCN1CCOCC1)CC2,/,-3%,-4%,-2%,2%,i,27%,?
O=C(CSc1nnc(SCc2ccc(Cl)cc2)s1)N/N=C/c1c[nH]c2ccccc12,0%,-1%,2%[53 µM],-22%,0%[53 µM],i,-4%,-1%

# (next part)
structure,Lamin A splicing,JMJD2E inh,TRb-SRC2 inh,SMN2 splice enh,TR SRC2 fluor cs,RECQ1 helicase,GoLoco inh red,ALDH1A1 inh
Cc1ccc(-c2n[nH]c(=S)n2/N=C/c2sccc2C)cc1,/,6%,6%,/,0%,0%,3%,/
CCCCCCCCCS(=O)(=O)N/N=C/c1cccc([N+](=O)[O-])c1,?,-4%,-25%,-21%,-1%,-7%,-17%,0.32µM*
COc1ccc(-n2cnnc2SCC(=O)Nc2cccnc2Cl)cc1,/,5%,3%,-4%,-1%,-11%,6%,-8%
C/C(=N\NC(=O)CNC(=O)C1COc2ccccc2O1)c1ccc(Cl)cc1 (configuration not stated),/,6%,2%,/,-3%,-6%,6%,/
CCOC(=O)CNC(=O)c1ccc2c(c1)OCCO2,-1%,-4%,-17%,18%,3%,i,3%,1%
CN(CCC#N)C(=O)COC(=O)c1ccc(Cl)c(S(=O)(=O)N(C)c2ccccc2)c1,/,-15%,-4%,2%,-1%,-4%,1%,4%
CCCOC(=O)CCn1c(=S)oc2ccccc21,15%,0%,-3%,-15%,-4%,5%,-25%,?
CCCn1c(=O)[nH]c2ccccc21,12%,-4%,2%,15%,11%,-9%,68%[activator],-3%
FC(F)(F)c1cccc(Cc2noc(CN3CCCC(OCc4ccccn4)C3)n2)c1 (configuration not stated),-10%[46 µM],-9%,0%,/,-2%,-7%,8%,?
CCOc1ccc(NC(=O)COn2nnc3ccc(S(=O)(=O)N4CCOCC4)cc32)cc1,/,2%,1%,-31%[inhibitor],-3%,-3%,-1%,?
C#CCOCCOCCOCCNc1nc(N2CCN(C(=O)C(Cc3cc4ccccc4[nH]3)n3cc(C(N)Cc4ccc(O)cc4)nn3)CC2)nc(N2CCN(C(=O)C(Cc3cc4ccccc4[nH]3)n3cc(C(N)Cc4ccc(O)cc4)nn3)CC2)n1 (configuration not stated),/,-21%,7%,/,-8%,?,9%,?
CCCOc1ccc(N2C(=O)CC(N(O)c3ccccc3)C2=O)cc1 (configuration not stated),-5%,-8%,2%,6%,0%,-9%,-15%,?
CCN(CC)c1ccc(/C=C2/C(=O)N(c3ccc([N+](=O)[O-])cc3)N=C2N2CCOCC2)cc1,-6%,8%,-24%,-10%,0%,-10%,-2%,4.5µM*
Cn1c(SCc2nc3ccccc3c(=O)[nH]2)nnc1-c1ccco1,7%,1%,1%,-9%,0%,-4%,1%,?
Cc1nn(Cc2ccccc2Cl)c(C)c1NC(=O)CCCn1nc(C)c([N+](=O)[O-])c1C,5%,-6%,-4%,-12%,-3%,-13%,17%,16µM*
Cc1ccccc1NC(=O)Cn1nc(C(F)(F)F)cc1C1CC1,8%,-7%,-16%,0%,5%,i,7%,-1%
COCC(C)n1c(C)cc(C(=O)COc2ccc(S(=O)(=O)N3CCOCC3)cc2Cl)c1C (configuration not stated),-3%,2%,4%,-5%,-5%,-7%,13%,-17%
CCCn1cnc2cc(NCc3cccc(OC)c3)ccc21,-12%,?,-13%,13µM*,-3%,i,-2%,?
COc1cccc(-n2nnc3c(=O)n(Cc4ccc(F)cc4)cnc32)c1,11%,-21%,6%,-7%,0%,-6%,2%,4%
C=CCNC(=S)N1CCN(c2ncc3c(=O)c(C(=O)O)cn(CC)c3n2)CC1,-2%,?,-13%,-11%,1%,i,13%,-9%
CC(C)(C)OC(=O)CC[C@@H](C(=O)N1CCN(C(=O)OC(C)(C)C)CC1)n1cc(C(Cc2ccc(O)cc2)NC(=O)OC(C)(C)C)nn1 (some centres not stated),/,10%,-6%,/,-3%,-15%,3%,-10%
CCCn1c(SCC(=O)NCc2ccc(C)cc2)n[nH]c1=O,/,-3%,-5%,3%,-2%,-2%,-4%,19%
Cc1c(O)cc2c(c1O)C(=O)CC(c1ccc(O)cc1)O2 (configuration not stated),/,-16%,4%,/,-2%,25µM*,2%,5%
Cc1cc2c(=O)oc(-c3ccc(Br)cc3)nc2s1,/,?,2%,/,-2%,-3%,-7%,-12%
Cc1ccc(S(=O)(=O)N2CCN(C(=O)c3n[nH]c(=O)c4ccccc34)CC2)cc1,/,-1%,-3%,10%,-4%,-6%,-16%,-2%
C/C(=N\NC(=O)CSc1nc2ccccc2s1)c1cccnc1,/,5%,-8%,/,-4%,-3%,-7%,/
COc1ccc(NC(=O)COC(=O)C23CCC(=O)N2c2ccccc2S3)cc1 (configuration not stated),-5%,0%,-3%,-4%,-2%,-13%,-3%,4%
O=C1c2ccccc2-c2nnc(-c3ccccc3)cc21,1%[0.0737 µM],-6%,-8%,?,-3%,0%,-18%,-6%
CCCNC(=O)COC(=O)c1cc(SC)ccc1Cl,-4%,?,-1%,-14%,-2%,-3%,15%,7%
COC(=O)c1ccc(S(=O)(=O)N(Cc2cc3cc4c(cc3[nH]c2=O)OCO4)C2CCCCC2)cc1,5%,?,-11%,12%,-1%,-14%,3%,-14%
O=c1sc2ccccc2c(=O)n1Cc1ccccc1F,5%[46 µM],-10%,2%,1%,0%,-14%,-5%,?
CN(C)CCSc1nc(O)c(-c2ccccc2)c(=O)n1-c1ccccc1,/,-1%,0%,/,1%,0%,1%,/
CCN(CC)c1ccc(/C=N/N2C(=O)c3ccccc3C2=O)cc1,3%,-6%,3%,-15%,-1%,i,-1%,?
Cc1ccc(C(=O)NCC(=O)NCCc2ccc(S(N)(=O)=O)cc2)s1,/,8%,4%,/,-1%,-15%,4%,/
CCN(C(=O)CSc1nnc(-c2ccccc2Br)o1)C1CCS(=O)(=O)C1 (configuration not stated),11%[46 µM],9%,9%,-55%[inhibitor],4%,-1%,-6%,?
COC(=O)C1C(=O)/C(=C/N(C)C)C(=O)CC1(C)C (configuration not stated),/,-1%,3%,-20%,0%,-2%,-2%,-16%
CCOC(=O)C1(Cc2ccccc2C)CCCN(C(=O)c2cc(CC)nn2C)C1 (configuration not stated),/,-16%,0%,/,-2%,19%,13%,1%
CCN(CC)S(=O)(=O)c1ccc(Cl)c(NC(C)=O)c1,14%[46 µM],-4%,3%,-13%,-2%,i,55%[activator],?
COc1ccc(NC(=O)COC(=O)Cn2c(C)nc3ccccc32)cc1OC,-1%,6%,-2%,5%,1%,-7%,9%,27%
O=C(NC(=S)N1CCN(c2ccc(C(F)(F)F)cc2[N+](=O)[O-])CC1)c1cccs1,?,7%,4%,-15%,2%,-7%,12%,-7%
Cc1ccc(-c2nnc(SCC(=O)NC3CCCc4ccccc43)n2N)cc1 (configuration not stated),?,-5%,-4%,-17%,-4%,1%,-2%,-7%
CCc1ccc2nc(NC(=O)c3cc(C)on3)sc2c1,-8%,?,-7%,?,-2%,-5%,25%,?
Cc1ccccc1NC(=S)NC(NC(=O)C(C)(C)C)C(Cl)(Cl)Cl (configuration not stated),-1%,-3%,-6%,/,-5%,0%,/,10%
